Mot1-301 SUMO = inhibitors of SUMOylation pathway: yeast Mot1-301 growth rescue. S. cerevisiae Mot1-301 growth rescue, ATP luminescence, 38.5C; percent above DMSO median, 100 means doubled. growth rescue, % at 18.8 µM. AID 2716. 320,000 compounds, 1% hits;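 active = every valid replicate shows activation above 250% relative to neutral control wells; inactive = the rest, any valid replicate at or below 250%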;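 note: OY570 slx delta 5 strain wells were the positive control but not used for scaling; some compounds called inactive have numbers as strong as hits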
AddAB inh = less growth of phage-infected E. coli with AddAB; inhibition, % at 11.9 µM; E. coli expressing H. pylori AddAB, absorbance growth; 330,000 compounds, 0.29% hits; AID 435030; in the data active = inhibition above about 12%;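 note: 0% = vehicle wells of infected cells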
Ecoli viability = counter-screen for AddAB inhibitors: E. coli growth inhibition; E. coli V3065 growth, OD600 absorbance, 18 h; inhibition, % at 11.9 µM; 330,000 compounds, 0.27% hits; AID 449728;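 active = inhibition above the campaign's mean inhibition across all tested compounds plus 3 SD, cut at about 9.9% in these data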;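 note: uninfected addAB+ strain grown without phage in ampicillin broth; 0% = DMSO wells and 100% = ciprofloxacin 0.95 µg/ml wells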
phage Ecoli inh = E. coli growth loss with phage present; 360,000 compounds, 0.26% hits; AID 651602; inhibition, % at 11.9 µM; growth absorbance; in the data active = inhibition above about 11%
An asterisk follows results filed as active. These rows are one share of the data; count on the stated rates, not on these rows.

SMILES	Mot1-301 SUMO	AddAB inh	Ecoli viability	phage Ecoli inh
CN=C1S/C(=C\c2cccc(Cl)c2Cl)C(=O)N1C	-2	0.4	-2.0	0.1
COc1ccc(/C=N/NC(=O)c2cccnc2)cc1Cn1nc([N+](=O)[O-])c(Br)c1C	2	0.8	-4.2	3.2
COc1cc(C2C(C(=O)c3cccs3)=C(O)C(=O)N2CCN2CCOCC2)ccc1OCCC(C)C (centres undefined)	-16	0.8	-2.4	2.2
CCOC(=O)C1=C(C)N(CCCC(=O)O)C(=O)NC1c1ccccc1OC(=O)c1cccs1 (centres undefined)	-1	0.3	-0.9	2.5
Cn1cccc1C1C(C#N)=C(N)OC2=C1C(=O)CCC2 (centres undefined)	432	0.2	0.2	1.0
c1ccc(Cn2c3ccccc3c3nnc(SCCN4CCCCC4)nc32)cc1	-4	-1.3	-3.7	1.0
CC(=O)NCCc1c[nH]c2ccc(OCc3ccccc3)cc12	11	1.3	0.1	2.1
Cn1c(=O)[nH]c(=O)c2c1nc(N/N=C/c1ccncc1)n2Cc1ccc(Cl)cc1	32	2.6	1.2	2.6
O=C1c2cccc3cccc(c23)C(=O)N1CCCn1ccnc1	-11	3.5	-0.2	3.1
COCCN1C(=O)c2ccccc2C(C(=O)NCCCN2CCCC2)C1c1c[nH]c2ccccc12 (centres undefined)	38	3.1	-2.5	2.6
Cc1ccccc1CSc1nnc(-c2cnccn2)n1C	-2	-0.2	1.1	0.7
N#Cc1nc(-c2ccco2)oc1NCc1ccccc1Cl	13	4.1	2.1	0.4
Cc1ccc(Cc2cnc(NC(=O)C3=NCCN3)s2)cc1	10	-5.0	-8.3	-3.7
O=C1/C(=C/c2cccnc2)SC(=S)N1Nc1ccccc1	42	0.9	-1.1	-0.8
Cn1cc(Br)c(C(=O)Nc2sc3c(c2C#N)CCC3)n1	-9	-5.2	-2.1	-0.8
COc1cc(OC)cc(C(=O)O/N=C(\N)c2ccccn2)c1	331	4.6	0.2	-2.5
COC(=O)c1scc(S(C)(=O)=O)c1-n1cccc1	-6	3.8	-0.8	0.1
Cc1ccnc(NS(=O)(=O)c2ccc3c(c2)CCO3)c1	-4	-1.6	-0.2	3.3
N#Cc1c(-c2cccnc2)cc(-c2ccccc2)nc1N	0	-0.1	-0.1	2.3
O=S(=O)(Cc1ccc(Cl)cc1)NCc1cccnc1	-9	1.6	-0.3	-1.4
O=C(NNC(=O)c1ccccc1C(=O)O)c1ccc(-c2ccccc2)cc1	-7	1.7	0.7	2.0
Cn1cccc1/C=N\NC(=O)c1cncc(Br)c1	-12	3.1	-1.7	1.9
Cc1ccc(-c2csc3nc(=O)c(C)nn23)cc1	0	1.8	2.4	0.3
O=C(O)c1ccccc1N(c1ccccc1)c1ccccc1	70	-0.5	0.0	2.7
COc1ccc(C(=O)CC(=O)c2ccc(F)cc2)cc1	-6	0.6	-3.2	-3.8

5 records drawn at random from the list so far:
SMILES	Mot1-301 SUMO	AddAB inh	Ecoli viability	phage Ecoli inh
O=S(=O)(Cc1ccc(Cl)cc1)NCc1cccnc1	-9	1.6	-0.3	-1.4
CC(=O)NCCc1c[nH]c2ccc(OCc3ccccc3)cc12	11	1.3	0.1	2.1
Cn1cccc1/C=N\NC(=O)c1cncc(Br)c1	-12	3.1	-1.7	1.9
Cn1cccc1C1C(C#N)=C(N)OC2=C1C(=O)CCC2 (centres undefined)	432	0.2	0.2	1.0
CCOC(=O)C1=C(C)N(CCCC(=O)O)C(=O)NC1c1ccccc1OC(=O)c1cccs1 (centres undefined)	-1	0.3	-0.9	2.5

The results go on.
SMILES	Mot1-301 SUMO	AddAB inh	Ecoli viability	phage Ecoli inh
CCc1ccc(/C=C2\SC(=S)N(CCC(=O)NC3=NCCS3)C2=O)cc1	9	3.2	-2.4	4.4
Cc1cccc(NC(=O)C(=O)NCCCc2ccccc2)c1	-6	3.5	-1.3	5.4
N#Cc1nccnc1S(=O)(=O)c1cccs1	361*	19*	13*	18*
Cc1onc(-c2c(Cl)cccc2Cl)c1C(=O)c1ccc(F)cc1	138	-0.4	-0.3	-0.1
O=C(O)CC(NC(=O)Cc1ccc(Cl)cc1)c1ccco1 (centres undefined)	28	-0.3	-0.6	0.2
CNC(=O)Cn1c(C)cc(=O)c2cccc(OC)c21	-9	-4.6	0.5	1.2
O=C(Cc1ccccc1)N/N=C/C=C/c1ccccc1[N+](=O)[O-]	-5	1.8	1.7	0.1
CC(C)c1nnc(NC(=O)c2nc(S(=O)(=O)Cc3ccccc3F)ncc2Cl)s1	4	2.3	0.3	0.0
CCOC(=O)c1c(/N=C/C2=C(O)CC(C)(C)CC2=O)sc2c1CCCC2	0	0.9	1.6	0.8
Cc1sc(CO)c(Sc2ccccc2)c1C(=O)O	8	-0.5	-1.6	3.5
CN1C(=S)SC(/[N+]([O-])=C/c2c(F)cccc2Cl)C1(C)C (centres undefined)	-6	3.8	1.8	3.9
O=C(NN1CCOCC1)c1cccc(Br)c1	-4	-0.8	0.9	0.8
CC(OCCN(C)C)C(=O)C12CC3CC(CC(C3)C1)C2 (centres undefined)	8	3.3	2.4	2.4
COc1cc(C(=O)N2CCCN(c3nc4cc(C)ccc4cc3C#N)CC2)cc(OC)c1OC	-5	1.9	-0.5	3.1
CC(C)NC(=S)NNc1ncnc2sc3c(c12)CC(C)(C)OC3	-5	6.9	-0.5	4.2
CC(C)S(=O)(=O)c1csc(C(=O)NN)c1Cl	-4	1.6	0.2	2.1
CC1=NN(C(N)=S)C(=O)C1N=Nc1ccc(C)cc1C (centres undefined)	-24	4.7	7.1	2.1
COC(=O)[C@@]1(Cc2ccc(F)cc2)[C@H]2c3cc(C(=O)N(C)C)n(Cc4ccc(OC)c(OC)c4)c3C[C@H]2CN1C(=O)c1ccccc1	115	-0.9	-4.2	0.6
CC1CN(S(=O)(=O)c2cccc(C(F)(F)F)c2)CC(C)O1 (centres undefined)	-11	1.8	0.2	3.0
CCn1nc(C)c(/C=N/NC(=O)CSc2ccccn2)c1C	-22	-0.5	0.2	3.3
CC1(C)C(=O)OC(c2cccn2-c2cccc([N+](=O)[O-])c2)C2(CCCCC2)C1=O (centres undefined)	-14	2.0	0.0	2.4
CC(C)c1nc2c(c(=O)c3ccccc3n2C)c(=O)n1CCc1ccccc1	-34	-0.2	2.3	3.6
CCOC(=O)c1cccc(OS(=O)(=O)Cc2ccccc2)c1	1	1.9	-0.3	2.8
O=C(Cc1ccc(Cl)cc1)NCCc1ccc(F)cc1	2	4.7	2.5	4.6
O=C(NCC1CCCO1)C(c1ccc(F)cc1)N(CCCN1CCOCC1)C(=O)c1ccc(-c2ccccc2)[nH]1 (centres undefined)	3	-2.3	1.4	5.5

(listing goes on)
SMILES	Mot1-301 SUMO	AddAB inh	Ecoli viability	phage Ecoli inh
CC(/C=N/n1c(-c2ccccn2)n[nH]c1=S)=C\c1ccccc1	1	0.8	-1.3	0.7
COC(=O)c1ccc(CSc2nc3sc(C(=O)O)c(C)c3c(=O)[nH]2)cc1	-9	-1.2	-1.4	2.8
Cc1ccc(C(=O)NC(C)C2CC3CCC2C3)cc1 (centres undefined)	13	3.1	1.9	2.1
COc1ccc2c(c1)c1ncn(Cc3ccc(F)cc3)c(=O)c1n2C	3	1.5	2.5	2.2
CN(CC(=O)N1CCc2[nH]c3ccc(F)cc3c2C1)CC1OCCO1	736*	1.5	1.4	0.5
O=C(Cn1c(O)c(N=NC(=O)c2ccncc2)c2ccccc21)Nc1ccccc1	3	4.4	1.9	-1.0
Cc1ccc(C2NC(C(=O)O)CS2)cc1 (centres undefined)	4	2.6	-0.7	0.3
CC(=O)NCc1ccc(S(=O)(=O)NC2CCN(Cc3ccccc3)CC2)cc1	5	0.7	-0.3	-0.1
N#CCN1CCC(c2cc(-c3ccco3)n[nH]2)CC1	-2	1.3	3.2	2.3
COc1ccc(-c2cc(C(=O)N/N=C/c3cc(OC)c(OC)cc3OC)c3ccccc3n2)cc1	-2	4.6	-0.8	2.3
C(=N\NCc1ccccc1)/c1ccc2ncccc2c1	-28	3.8	3.0	1.8
COc1ccc(OC)c(C(Nc2ccccc2)P(=O)(OC(C)C)OC(C)C)c1 (centres undefined)	174	3.1	0.1	2.5
NC(=S)Nc1nc2ccccc2[nH]c1=O	-13	1.8	1.7	1.8
NC(=O)[C@@H]1CCCNc2c(I)cc([N+](=O)[O-])cc2C(=O)N[C@@H](CO)C(=O)NCC(=O)N1	-6	0.9	1.6	-0.2
O=C(O)CC1(CC(=O)Nc2ccc3c(c2)C(=O)OC3)CCCCC1	0	1.6	-1.2	0.6
NC(=O)c1ccsc1NC(=O)COC(=O)C1CCCN1C(=O)c1cccs1 (centres undefined)	13	-0.5	-3.4	2.4
COc1ccc(N(CC(=O)N/N=C(\C)c2cccs2)S(=O)(=O)c2ccccc2)cc1Cl	10	-3.2	-2.7	2.7
Cc1sc(NC(=O)CN2CCOCC2)c(C#N)c1C	2	3.0	1.3	-1.5
CN(C)/C=C1/C(=O)N(c2ccc([N+](=O)[O-])cc2)N=C1c1ccccc1	17	3.6	-1.2	0.6
CCOc1ccc(C(=O)Oc2ccc(NC(C)=O)cc2)cc1	-5	0.6	1.2	2.7
O=C(COc1ccc(Br)cc1)NN1C(=O)c2ccccc2C1=O	-3	4.0	0.0	2.2
CC(C)N(Cc1ccccc1)C(=S)Nc1ccccc1F	-4	4.9	1.3	3.6
Nc1nc(NCc2ccco2)nc(NC2CCCCC2)c1[N+](=O)[O-]	6	-0.4	1.1	0.0
O=C(CSc1cccc2cccnc12)N/N=C/c1cccnc1	-9	0.2	-6.3	3.3
CCNc1ccccc1CP(=O)(c1ccccc1)c1ccccc1O (centres undefined)	-7	0.3	1.2	2.3

A few values from the entries so far.
AddAB inh result of Cc1ccc(Cc2cnc(NC(=O)C3=NCCN3)s2)cc1 reads -5.0
AddAB inh result of COC(=O)c1ccc(CSc2nc3sc(C(=O)O)c(C)c3c(=O)[nH]2)cc1 reads -1.2

Further records follow:
SMILES	Mot1-301 SUMO	AddAB inh	Ecoli viability	phage Ecoli inh
CCOC(=O)/C(C)=N/Nc1nc(-c2ccc(NC(C)=O)cc2)cs1	25	0.4	2.0	3.3
S=c1[nH]nc(-c2ccccn2)n1/N=C/c1ccco1	-2	2.5	-2.0	2.4
COC(=O)N/N=C/c1ccc(OC(=O)/C=C/c2ccco2)cc1	-6	2.3	-1.5	-1.6
CCNC(=S)N/N=C/c1ccc(F)cc1	271	1.3	1.7	3.5
O=[N+]([O-])c1ccc(-c2cn3c(n2)SCC3)cc1	4	2.5	0.2	-0.1
Cn1nc(-c2ccc(Cl)cc2)cc1NC(=O)CCCC(=O)O	-5	0.8	-1.4	1.2
CC(=O)Nc1ccc(NC(=S)NC(=O)c2ccc(-c3ccccc3)cc2)cc1	172	2.4	-0.3	3.2
O=C(c1ccco1)N1CCN(CC(=O)N2CCCc3c2c(=O)oc2ccc(O)cc32)CC1	-8	2.9	1.7	2.6
CCOC(=O)c1ccccc1NC(=O)c1c(N)n(C)c(=O)[nH]c1=O	2	2.1	0.3	0.3
COc1ccc(-c2oc3ccc(-c4cc(OC)c(OC)c(OC)c4)cc3c2-c2ccc(OC)cc2)cc1	252	2.1	0.5	3.8
Oc1ccc2ccccc2c1C=Nc1ccc(N2CCOCC2)cc1	210	-3.2	-4.1	1.9
CC(C)Oc1ccc(CCC(=O)N/N=C/c2ccncc2)cc1	169	1.8	-3.9	1.9
COc1ccc(OC)c(Nc2nc(N)c([N+](=O)[O-])c(NCc3ccccc3)n2)c1	1	3.9	1.3	3.2
COc1ccc(C(=O)Nc2ccc(S(=O)(=O)N3CCOCC3)cc2)cc1	103	3.0	1.4	12*
CCC1CC(CSC(=N)N)OC1=O (centres undefined)	2	1.8	0.2	3.5
COc1ccc2nc3n(c(=O)c2c1)-c1cc(Cl)ccc1C(=O)NC3Cc1ccccc1 (centres undefined)	7	2.0	2.6	4.5
CC(=O)Nc1ccccc1C(=O)C(=O)Nc1cccc(C(=O)NCc2ccc(C)cc2)c1	-9	2.4	2.2	4.2
Cc1nn2c(N3CCN(C)CC3)c3c(nc2c1-c1ccccc1)CCCC3	3	2.3	-1.5	-0.3
CCC[C@@H]1C[C@@]1(CCC)[C@@H](NP(=O)(c1ccccc1)c1ccccc1)c1ccc(C(=O)OC)cc1	29	-1.6	1.6	3.0
CCn1cc(C(=O)NCCc2ccc(C)cc2)c(=O)c2cc(S(=O)(=O)N(C)C)ccc21	-2	1.7	-1.5	-0.1
Cc1ncc(/C=C2\C(=O)Nc3ccccc32)[nH]1	12	1.1	2.9	2.6
CC(=O)N1N=C(c2ccccc2OC(=O)/C=C/c2ccccc2)CC1c1ccccc1 (centres undefined)	-9	2.3	-1.8	-2.6
O=C1Nc2cc3c(cc2C1=O)sc1ccccc13	-20	2.7	0.5	1.9
O=C(CSc1nc2ncccc2[nH]1)Nc1ccc2c(c1)OCO2	84	4.6	4.1	-0.5

In another format: entries from further up
Cn1nc(-c2ccc(Cl)cc2)cc1NC(=O)CCCC(=O)O
- Mot1-301 SUMO: -5
- AddAB inh: 0.8
- Ecoli viability: -1.4
- phage Ecoli inh: 1.2

O=C1Nc2cc3c(cc2C1=O)sc1ccccc13
- Mot1-301 SUMO: -20
- AddAB inh: 2.7
- Ecoli viability: 0.5
- phage Ecoli inh: 1.9

Profiles as entered above. Order of screens: Mot1-301 SUMO	AddAB inh	Ecoli viability	phage Ecoli inh
Listed for CCOC(=O)/C(C)=N/Nc1nc(-c2ccc(NC(C)=O)cc2)cs1 = 25	0.4	2.0	3.3
Listed for O=C1Nc2cc3c(cc2C1=O)sc1ccccc13 = -20	2.7	0.5	1.9
Listed for COc1ccc(C(=O)Nc2ccc(S(=O)(=O)N3CCOCC3)cc2)cc1 = 103	3.0	1.4	12*
